RMI FANCM FP = disruptors of RMI1/RMI2 association with MM2 peptide – biochemical, fluorescence polarization, human, primary screen. RMI core complex (RMI1/RMI2) binding to FANCM MM2 peptide, human. RMI core complex with F-MM2 peptide; stronger effect = lower value. FP signal (polarization) at 33 µM. hit rate 0.58% among 70,000. AID 1159607, 2016; in the data active = FP signal below about 40; also: inactives centre near 61; strong numbers were not always called active; unit not given here
Numbers without * were called inactive; & = joins results of further samples. This is a subset; the hit share may differ from the screen's.

SMILES	RMI FANCM FP
COc1ccc(/C=C/C(=O)Nc2sc3c(c2C(=O)NCC2CCCO2)CCCC3)cc1 (stereo not given)	57
Cc1ccc(N(C)C(=O)N2CCN(S(=O)(=O)c3ccc(C)c(C)c3)CC2)cc1	67
C=CCNC(=O)Cc1csc(NC(=O)OCC)n1	76
Cc1cc(NC(=O)c2ccc(F)cc2)n(-c2nc3ccc(F)cc3s2)n1	75
COc1ccccc1OCC(=O)NCCc1ccc2c(c1)CCCN2C	56
COc1ccc(-c2nnc3ccc(OCCNC(=O)c4ccc(C)c(C)c4)nn23)cc1	67
O=C(COc1ccccc1)NCCn1ncc2c(N3CCN(c4ncccn4)CC3)ncnc21	64
CC1C2=C(CC(C)(C)CC2=O)OC2=C1C(=O)CC(C)(C)C2	62
CC(=O)Nc1ccc2nc(NC(=O)c3cccc4ccccc34)sc2c1	60
O=C(CSc1nc(-c2ccccc2)ns1)c1ccc(Cl)cc1	63
Cc1ccc(-c2ccc(N3CCN(C(=O)c4ccc(N(C)C)cc4)CC3)nn2)cc1C	64
N#Cc1c(NC(=O)c2cccc(Oc3ccccc3)c2)sc2c1CCCC2	57
Cc1nn(C(C)(C)C)c(OC(=O)c2ccc(Br)o2)c1Sc1ccc(Cl)cc1	54
Cc1cc(NC(=O)c2ccc(N(C)C)cc2)n(-c2nc3ccccc3s2)n1	62
O=C(NCCSc1ncc(-c2ccccc2)[nH]1)c1ccc(Br)o1	57
Nc1c(C(=O)Nc2ccc(Cl)cc2C(F)(F)F)nnn1Cc1ccc(Cl)cc1	54
NC(=S)c1ccsc1NC(=O)c1ccc([N+](=O)[O-])cc1	62
CCN(CC)c1ccc(C=NS(=O)(=O)c2ccccc2)cc1	66
Cc1ccc(S(=O)(=O)c2nc(NC3CCS(=O)(=O)C3)sc2Cl)cc1 (stereo not given)	62
NC(N)=N/N=C\C=C\c1ccccc1	58
CN(N=O)C(=O)N[C@@H]1[C@@H](O)[C@H](O)[C@@H](CO)O[C@@H]1O	64&57
CS(=O)(=O)N1CCCCC1C(=O)Nc1nc(-c2ccccn2)cs1 (stereo not given)	66
O=C(CCCn1nc(-c2ccco2)ccc1=O)N1CCc2ccccc21	69
NS(=O)(=O)c1ccc(NC(=O)CN2C(=O)c3cccc4cccc(c34)C2=O)cc1	61
COc1cc2c(cc1OC)C(C)N(C(=S)Nc1cc(OC)c(OC)c(OC)c1)CC2 (stereo not given)	61
NC(=O)c1ccc(-c2ccccc2F)cc1	52
CCCc1c(OCc2ccccc2)ccc(C(C)=O)c1O	54
S=c1[nH]ccn1Cc1ccc2c(c1)OCO2	67
Nc1nc(-c2ccc(OC(F)F)cc2OC(F)F)cs1	57
O=C(CN1C(=O)c2ccccc2C1=O)NCCc1ccccc1	58
C=CCn1c(SCC(=O)Nc2nc(-c3ccccc3)ns2)nc2scc(-c3ccc(F)cc3)c2c1=O	71
Cc1nnc2ccc(OCCNC(=O)Nc3ccc(Cl)cc3)nn12	69
CCN[C@H]1C[C@H](C)S(=O)(=O)c2sc(S(N)(=O)=O)cc21	51
O=C(CSc1ccc(NC(=O)c2ccco2)nn1)OCc1ccccc1	68
Cc1ccc(C)c(OC(C)C(=O)Nc2ccc(-c3csc4nc(C)cc(=O)n34)cc2)c1 (stereo not given)	75
S=c1[nH]nc(CSc2nc(-c3ccccc3)cn2-c2ccccc2)n1-c1ccccc1	57
COc1ccc(CCC(=O)NCC2CN(c3ccccc3)C(=O)O2)cc1 (stereo not given)	58
O=S(=O)(NCC(c1ccsc1)N1CCOCC1)c1cccs1 (stereo not given)	66
Cc1ccnc(NC(c2ccccn2)c2c(C)[nH]c3ccccc23)c1 (stereo not given)	56
CCOC(=O)c1c(NC(C)=O)nc(SC)n1Cc1ccco1	41
COc1ccc(-c2cn3cccc(OCc4ccc(Cl)c(Cl)c4)c3n2)cc1	57
CCOC(=O)CNC(=O)C(=O)c1c(C)n(C)c2ccccc12	58
COc1ccc([N+](=O)[O-])cc1NC(=O)c1ccc(S(=O)(=O)N(C)C)cc1	58
CCOc1ccc(S(=O)(=O)NCC(=O)O)cc1	61
COc1ccccc1NC(=O)C1=C(C)Nc2nc(-c3ccccc3Cl)nn2C1c1ccc(O)cc1 (stereo not given)	61
Cc1ccc(S(=O)(=O)C(CC(=O)c2ccc(Br)cc2)c2ccco2)cc1 (stereo not given)	65
CCc1ccc(C(=O)N(Cc2ccccc2)C(C)C)cc1	35
CC(=O)Nc1ccc(NC(=O)Cn2nc(-c3cccs3)ccc2=O)cc1	53
Cc1ccc(Sc2ccc(C3SCCS3)cc2[N+](=O)[O-])cc1	53
CCOC(=O)CCc1c(CC(=O)OCC)c[nH]c1/C=N\O	57
CSc1ccc(NC(=O)Cc2ccc(Cl)cc2)nn1	67
CCOC(=O)N1CCN(C(=O)CCc2csc3nc(-c4ccccc4)cn23)CC1	64
NC(=O)c1cc(Br)c(O)c(Br)c1	52
Cc1noc(-c2ccccc2)c1CNc1nc(-c2ccccc2)nc2ccccc12	75
O=C(NCCc1ccc(F)cc1)C(=O)Nc1ccc(F)cc1F	52
Cc1onc(-c2ccccc2)c1N1C(=O)CCN(Cc2ccccc2)C1=O	63
Cc1ccc(S(=O)(=O)Oc2ccc(-c3ccc(OS(=O)(=O)c4ccc(C)cc4)cc3)cc2)cc1	53
O=c1[nH]c2ccc(S(=O)(=O)Nc3ccc(-c4ccccc4)cc3)cc2[nH]1	63
Cc1nc(O)c(C=O)c(=O)[nH]1	74
COC(=O)c1ccccc1NC(=O)CSc1ncnc2c1oc1ccccc12	74

In the list so far, 8 have a Cl atom:
SMILES	RMI FANCM FP
O=C(CSc1nc(-c2ccccc2)ns1)c1ccc(Cl)cc1	63
Cc1nn(C(C)(C)C)c(OC(=O)c2ccc(Br)o2)c1Sc1ccc(Cl)cc1	54
Nc1c(C(=O)Nc2ccc(Cl)cc2C(F)(F)F)nnn1Cc1ccc(Cl)cc1	54
Cc1ccc(S(=O)(=O)c2nc(NC3CCS(=O)(=O)C3)sc2Cl)cc1 (stereo not given)	62
Cc1nnc2ccc(OCCNC(=O)Nc3ccc(Cl)cc3)nn12	69
COc1ccc(-c2cn3cccc(OCc4ccc(Cl)c(Cl)c4)c3n2)cc1	57
COc1ccccc1NC(=O)C1=C(C)Nc2nc(-c3ccccc3Cl)nn2C1c1ccc(O)cc1 (stereo not given)	61
CSc1ccc(NC(=O)Cc2ccc(Cl)cc2)nn1	67

Other records follow.
SMILES	RMI FANCM FP
O=C(NCc1nc2ccccc2[nH]1)c1ccc(Cl)cc1Cl	67
O=Cc1cc(Br)cs1	68
O=C(O)CCC(=O)Nc1ccccc1-c1nnc(-c2ccc(Cl)cc2)o1	55
O=C(Nc1nnc(C2CC2)s1)c1cccs1	55
Cc1cc(C)c2c(n1)sc1c(=O)oc(C)nc12	59
FC(F)(F)c1ccc(-n2cncn2)nc1	61
Cc1ccc(S(=O)(=O)N(C)CCCC(N)=O)cc1	50
O=C(CSc1nncn1-c1ccc(C(F)(F)F)cc1)c1ccc(F)cc1	57
COC(=O)c1cc(OC)c(OC)cc1NC(=O)c1cc(C(C)(C)C)oc1C	54
COc1ccc(OC)c(-c2nnc(NC(=O)c3ccc4c(c3)OCO4)s2)c1	59
C[N+]1(C)C2CC(OC(=O)[C@@H](CO)c3ccccc3)CC1C1OC12 (stereo not given in full)	65
CS(=O)(=O)N1CCN=C1SCc1cccnc1	57
O=C(Cn1cnc2c(cnn2C2CCS(=O)(=O)C2)c1=O)NCc1ccc(F)cc1 (stereo not given)	63
COCCn1c(CCO)nc2ccccc21	68
CCCS(=O)(=O)N1CCN(Cc2nc(-c3cccc(OC)c3)cs2)CC1	62
COCCN1CCC(CNC(=O)Cc2ccc(Cl)cc2)CC1	70
CCc1cc2c(-c3nn4c(-c5ccc(OC)c(OC)c5)nnc4s3)csc2s1	63
O=C(O)CN1C(=O)/C(=C/N2CCc3ccccc32)SC1=S	135
Cc1cc(C(=O)N(Cc2ccco2)c2nc3c(F)cccc3s2)n(C)n1	57
CC(C)n1cc(-c2noc(-c3ccccc3Cl)n2)c(=O)n(Cc2ccccc2)c1=O	59
COc1cc(C(=O)Nc2nnc(Cc3ccc(Cl)s3)o2)cc(OC)c1OC	69
O=C1CC23CCCC2(C1)CC(=O)C3 (stereo not given)	57
Brc1ccc2nc(NCCN3CCOCC3)sc2c1	68
CCCC(=O)Nc1ccc(O)c(C(=O)/C=C/c2ccc(C(=O)O)cc2)c1	73
CCc1nnc(-c2cc3ccccc3n2CC(=O)OCc2ccccc2)o1	70
CCOC(=O)c1ccc(NC(=O)Nc2sc3c(c2C(N)=O)CC(C)CC3)cc1 (stereo not given)	58
O=C(CSc1ccc(F)cc1)Nc1ccc([N+](=O)[O-])cc1	52
Cc1nnsc1C(=O)NNS(=O)(=O)c1cccs1	57
Cc1nc(-c2ccccc2)sc1C(=O)NCCNC(=O)c1ccc(NC(=O)C2CC2)cc1	75
COc1ccc(C(=O)Nc2nnc(SCC(=O)NC3CCCCC3)s2)c(OC)c1	57
O=C(Nc1nc2cc3c(cc2s1)OCCO3)c1ccc(C(=O)c2ccccc2)cc1	60
O=C(COc1ccc(Cl)cc1)NCC1CCN(Cc2ccco2)CC1	73
COc1ccc2c(c1)C(=O)CC(c1ccc3c(c1)OCCO3)O2 (stereo not given)	63
O=C(Cc1csc(NC(=O)Nc2ccc(Cl)cc2)n1)NCCc1c[nH]c2ccccc12	59
CS(=O)(=NS(=O)(=O)c1ccc(OC(F)(F)F)cc1)c1ccccc1 (stereo not given)	50
COc1ccc(S(=O)(=O)NCC2(c3cccs3)CCCC2)cc1F	68
CCn1nnc2c(Nc3ccc(Br)c(C)c3)ncnc21	51
Fc1cccc2sc(NCc3ccccc3)nc12	65
CSc1cccc2sc(NC(=O)c3cc([N+](=O)[O-])ccc3Cl)nc12	55
C=CCOCC(O)CN1CCN(c2ccc(F)cc2)CC1 (stereo not given)	66
Nc1ccccc1-c1nc2ccccc2s1	69
CCOC(=O)c1c(NC(=O)c2cc(OC)cc(OC)c2)sc(C)c1C	68
Cc1n[nH]c(C)c1CN	60
COc1ccc(-c2nnc(NC(=O)CSc3ccc(Cl)cc3)o2)c(OC)c1	53
O=C(Nc1ccc2c(c1)C(=O)NC2=O)c1ccco1	62
O=C(N=C1SCCN1CC(O)c1ccccc1)c1ccccc1 (stereo not given)	62
O=C(NNc1nc2c(F)cc(F)cc2s1)c1cc(-c2cccs2)nc2ccccc12	113
COc1ccc(CC(=O)Nc2ccc(N3CCCC3=O)c(C)c2)cc1OC	66
Cc1onc(-c2ccccc2Cl)c1C(=O)N1C=Cc2ccccc2C1C#N (stereo not given)	56
COc1ccc(/C=C2\CN(Cc3ccccc3)C/C(=C\c3ccc(OC)cc3)C2=O)cc1	60
COc1cc(C(=O)Nc2ccccc2-c2nc3ccccc3[nH]c2=O)cc(OC)c1OC	61
CC1(C)Cc2cccc(C(=O)Nc3cnccc3C(F)(F)F)c2O1	57
Cc1nc(C)n(CC(C)NC(=O)c2cccs2)n1 (stereo not given)	61
Cc1ccccc1-n1nc2c(c1NC(=O)CCC1CCCCC1)CS(=O)(=O)C2	59
COc1ccc(OC)c2sc(N(CCCN3CCOCC3)C(=O)c3ccno3)nc12	67
COc1nn(C)cc1C(=O)Nc1ccc(Cl)c(Cl)c1	62
Cc1ccc(Cl)cc1NC(=O)N(C)C	64
O=C(CSc1nc(-c2ccccc2)cs1)NCc1ccc2c(c1)OCO2	77
CC(C)(C)n1ncc2c(=O)n(CCC(=O)Nc3ccc(F)c(Cl)c3)cnc21	75
O=C(NCC(c1ccsc1)N1CCOCC1)c1c(F)cccc1Cl (stereo not given)	69

Three entries picked at random from the list so far, as already listed:
SMILES	RMI FANCM FP
Cc1ccc(Cl)cc1NC(=O)N(C)C	64
CC(C)(C)n1ncc2c(=O)n(CCC(=O)Nc3ccc(F)c(Cl)c3)cnc21	75
Cc1onc(-c2ccccc2Cl)c1C(=O)N1C=Cc2ccccc2C1C#N (stereo not given)	56

Later entries:
SMILES	RMI FANCM FP
COc1cc(NC(=O)CCc2nc3sc4c(c3c(=O)[nH]2)CCCCC4)cc(OC)c1OC	57
O=C(Nc1nnc(-c2cc(Cl)sc2Cl)o1)c1ccc(F)cc1F	65
Cc1nc(C(F)(F)F)[nH]c(=O)c1C	63
O=C(CCn1c(=O)oc2ccc(Cl)cc21)N1CCN(c2ccccc2)CC1	62
CC(=O)c1c(C)nn(-c2ccccc2)c1-c1ccccc1[N+](=O)[O-]	60
Cc1ccccc1OCC(=O)NCCS(=O)(=O)N1CCN(c2ccccc2)CC1	60
CC(NS(=O)(=O)c1ccc(N)cc1)C1CC2CCC1C2 (stereo not given)	61
Cc1ccc(S(=O)(=O)n2ccn(CC(=O)NCc3ccc4c(c3)OCO4)c2=O)cc1	57
CCOC(=O)N1CCN(C(=O)COc2cccc3c2CCN(Cc2ccc(Cl)cc2)C3=O)CC1	58
Cc1cc(NC(=O)c2ccc(=O)n(Cc3cccc(F)c3)n2)no1	60
c1ccc(CN2CCN(Cc3c[nH]c4ccccc34)CC2)cc1	76
O=c1[nH]c2ccc(Br)cc2c(-c2ccccc2)c1-c1cc(-c2ccccc2)c2ccccc2n1	71
O=C1C=C(Cl)CC(c2ccc(C(F)(F)F)cc2)C1 (stereo not given)	55

Source: PubChem BioAssay
